Compound activity from PubChem BioAssay.
Gli-Sufu block = blocks Gli-Sufu signaling in a luciferase reporter. Sufu-KO-LIGHT fibroblasts, Gli luciferase reporter luminescence. inhibition, % at 5 µM. 340,000 compounds, 0.74% hits. AID 588413;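 active means inhibition above about 55%, limit read from the data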;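 further: 0% = DMSO-treated cells and 100% = wells with medium but no cells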
CXCR6 inh = CXCR6 (human) receptor inhibition; O00574; CHO-K1 PathHunter CXCR6 beta-arrestin, luminescence; inhibition, % at 20 µM; 360,000 compounds, 0.36% hits; in the data active means inhibition above about 34%, passing the limit was not always enough;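 further: antagonist mode with CXCL16 agonist at 10 nM final; 0% = 10 nM CXCL16 with DMSO and 100% = unstimulated wells without agonist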
Target sequence (O00574 whole entry, looked up): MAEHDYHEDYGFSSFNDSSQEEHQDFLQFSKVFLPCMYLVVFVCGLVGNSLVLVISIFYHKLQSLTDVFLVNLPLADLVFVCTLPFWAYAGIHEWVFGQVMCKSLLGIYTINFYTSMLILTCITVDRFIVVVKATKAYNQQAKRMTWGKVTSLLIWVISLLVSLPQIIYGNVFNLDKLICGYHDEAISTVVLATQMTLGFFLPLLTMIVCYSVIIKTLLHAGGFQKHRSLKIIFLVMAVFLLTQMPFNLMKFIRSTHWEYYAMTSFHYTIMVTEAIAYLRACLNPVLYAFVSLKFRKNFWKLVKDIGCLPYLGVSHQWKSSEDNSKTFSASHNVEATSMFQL
UBC13 polyUb = blocks human UBC13 polyubiquitin chain formation; P61088; TR-FRET; inhibition, % at 20 µM; 330,000 compounds, 0.47% hits; AID 485273; in the data active means inhibition above about 45%, passing the limit was not always enough
APJ antagonist = blocks the human apelin receptor APJ | P35414 | inhibition, % at 20 µM | 330,000 compounds, 0.32% hits | CHO-K1 APJ beta-arrestin complementation, luminescence;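 active means inhibition above about 40% at 20 µM, limit read from the data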;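 further: cells challenged with 10 nM apelin-13 agonist together with compound; plate controls were apelin-13 plus DMSO wells for no effect and DMSO wells lacking apelin-13 for full effect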
Target sequence (P35414 whole entry, looked up): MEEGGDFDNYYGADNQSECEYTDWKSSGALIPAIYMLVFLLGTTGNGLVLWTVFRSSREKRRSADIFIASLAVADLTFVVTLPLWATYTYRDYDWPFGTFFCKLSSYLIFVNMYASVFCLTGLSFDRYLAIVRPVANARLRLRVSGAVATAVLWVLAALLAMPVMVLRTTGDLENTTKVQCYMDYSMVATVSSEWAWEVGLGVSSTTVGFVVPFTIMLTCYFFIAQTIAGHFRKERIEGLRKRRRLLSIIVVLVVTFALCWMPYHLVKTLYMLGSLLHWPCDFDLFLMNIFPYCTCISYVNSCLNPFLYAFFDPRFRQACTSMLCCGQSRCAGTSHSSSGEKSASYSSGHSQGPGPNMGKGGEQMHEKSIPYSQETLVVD
697 NFkB inh = lowers PMA/ionomycin-induced NF-kB signal in 697 B cells | 697 B-cell NF-kB luciferase reporter, 16 h | AID 435022 | inhibition, % at 4 µM | 330,000 compounds, 0.33% hits; in the data active means inhibition above about 35%
CCR6 antag = CCR6 (human) receptor antagonism | AID 493098 | inhibition, % at 20 µM | 340,000 compounds, 0.49% hits | P51684 | CHO-K1 CCR6 PathHunter beta-arrestin, luminescence, CCL20-stimulated;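 active means compounds whose inhibition of the agonist-driven luminescence signal at 20 µM reaches about 50%, limit read from the data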;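 further: cells stimulated with CCL20 at 14 nM final; plate controls were DMSO with CCL20 for no effect and DMSO without agonist for full effect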
EBI2 block = EBI2 (human) antagonism; P32249; EBI2 beta-arrestin recruitment, luminescence, 7a,25-OHC stimulated; inhibition, % at 5 µM; 360,000 compounds, 0.81% hits; AID 651636; in the data active means inhibition above about 38%;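 further: enzyme fragment complementation signal reports receptor beta-arrestin coupling in cells; 0% = agonist plus DMSO wells and 100% = wells without agonist; some results beyond the cut were filed as inactive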
Target sequence (P32249 whole entry, looked up, the tested form may be a part): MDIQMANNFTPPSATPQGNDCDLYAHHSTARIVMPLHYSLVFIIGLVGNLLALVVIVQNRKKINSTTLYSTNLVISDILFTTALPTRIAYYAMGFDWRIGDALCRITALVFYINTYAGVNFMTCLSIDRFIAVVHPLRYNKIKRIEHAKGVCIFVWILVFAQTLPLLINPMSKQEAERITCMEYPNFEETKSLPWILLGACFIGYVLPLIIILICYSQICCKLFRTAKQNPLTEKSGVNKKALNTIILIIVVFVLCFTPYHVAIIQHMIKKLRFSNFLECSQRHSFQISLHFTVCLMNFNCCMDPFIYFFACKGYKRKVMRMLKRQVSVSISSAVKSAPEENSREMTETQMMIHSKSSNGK
Jurkat NFkB inh = lowers PMA/ionomycin-induced NF-kB signal in Jurkat cells. PMA/ionomycin-induced NF-kB luciferase reporter, luminescence. inhibition, % at 4 µM. 330,000 compounds, 0.53% hits. AID 435003; in the data active means inhibition above about 50%
* hit, by the source's call; / = no result given.

SMILES	Gli-Sufu block	CXCR6 inh	UBC13 polyUb	APJ antagonist	697 NFkB inh	CCR6 antag	EBI2 block	Jurkat NFkB inh
CC(C)C[C@@H](CO)N1CCN(Cc2ccc([N+](=O)[O-])cc2)CCC1=O	5	-6	-10	-67	12	3	-7	-3
O=C1c2ccccc2NC(c2ccc(O)cc2)N1Cc1ccco1 (centres undefined)	7	10	6	-16	-47	-1	4	-2
CCn1c(/C=C/N(C(C)=O)c2ccccc2)[n+](CC)c2ccc(Cl)cc21	24	1	-4	-7	4	5	-6	6
Cc1ccc2[nH]c(=O)c3cc(C(=O)N(C)c4ccc(C)c(C)c4)sc3c2c1	0	15	1	2	19	13	8	30
CN1CC[n+]2c(CN3C(=O)c4ccccc4C3=O)csc21	-1	15	-7	-9	-20	1	-12	-6
CCCCNc1ccc2c3c(cccc13)C(=O)N(CCCC)C2=O	-8	-23	/	/	/	-20	8	/
O=C1CCCCN1CCCC(=O)N1CCCC(Nc2ccccc2)C1 (centres undefined)	0	7	0	-45	11	17	-3	-3
CC1CCCCN1C(=O)c1ccc(OC2CCN(S(=O)(=O)N(C)C)CC2)cc1 (centres undefined)	33	-3	-3	-21	-16	1	1	10
CC(C)OCCCN(C)C1CCN(S(=O)(=O)c2ccc(-c3ccc(=O)[nH]n3)s2)CC1	4	0	-10	-23	-25	28	-7	13
Cc1ccc2cc(CN(C(=O)c3ccco3)c3cccc(C)c3C)c(=O)[nH]c2c1	1	4	8	-6	23	23	3	8
O=C(O)c1ccc(NC(=O)c2ccc(COc3ccccc3)o2)cc1	-5	-1	-6	6	1	8	-1	16
O=C(c1ccc(Br)o1)N(c1ccc(Br)cc1)C1C=CS(=O)(=O)C1 (centres undefined)	16	7	3	-3	-6	2	0	2
O=C(c1ccc2c3c(cccc13)CC2)C1CCCN(C(=O)c2cc[n+]([O-])cc2)C1 (centres undefined)	23	-12	2	2	-9	2	0	-10
CC(=O)c1cccc(NC(=S)N2CCN(CCN3C(=O)c4cccc5cccc(c45)C3=O)CC2)c1	6	1	-11	-13	-9	2	12	-7
CCOc1ccccc1NC(=O)C(CC(C)C)NC(=O)C1CCC(C)CC1 (centres undefined)	8	0	21	5	1	9	-10	8
Cc1ccc(CNC(=O)[C@H](Cc2ccccc2)NC(=O)C2CCNCC2)cc1	6	-6	2	6	5	11	-1	-12
Cc1ccsc1CN(C)CC(=O)NCC(=O)Nc1ccc(F)c(F)c1F	5	0	7	1	13	-3	-2	6
COc1ccc(C(CC(=O)Nc2nccs2)C(C)C)cc1 (centres undefined)	6	-16	3	7	4	13	-1	0
CCOC(=O)C1=C(CS(=O)(=O)c2ccc(F)cc2)NC(=O)NC1c1cc(OC)c(O)c(OC)c1 (centres undefined)	0	-1	0	8	8	16	2	-4
Cn1c(SCC(=O)O)nc2sc3c(c2c1=O)CCC3	-9	-2	5	4	10	-3	-1	-2
N#CC1=C(N)NC(SCC(=O)c2ccc(Br)cc2)=C(C#N)C12CCCCC2	-4	-7	-7	-1	16	15	-6	-7
O=C(NCc1ccco1)C(Cc1ccccc1)N1C(=O)C2C3C=CC(C3)C2C1=O (centres undefined)	2	0	-7	9	17	-13	12	-7
COCCn1c(SCC(=O)NC2CCCCC2)nnc1-c1ccncc1	7	-6	-2	-17	10	10	3	8
N#C/C(=C\c1ccc(O)c(Br)c1)C(=O)N1CCCCC1	-2	-3	-6	8	-13	18	-19	-2
Cc1cccc(NC(=O)CSc2nc3c(c(=O)[nH]2)CCCC3)c1C	41	2	-1	1	-21	-14	-4	-7
CC1CC(NC(=O)/C(C#N)=C/c2ccc[nH]2)CC(C)(C)C1 (centres undefined)	2	7	-1	7	7	12	9	18
COc1ccc(Nc2nc(=O)[nH]nc2C)cc1	3	-3	0	-4	-1	1	-1	11
C[C@H](NC(=O)c1[nH]cnc1C(=O)Nc1nccs1)c1ccccc1	-3	-31	-23	1	23	-4	-4	12
Cc1nn(C)c2ncc(C(=O)c3ccccc3O)cc12	2	-2	0	22	4	7	-4	-11
COc1ccc(CCNC(=O)CC2SC(=NCCC(C)C)NC2=O)cc1OC (centres undefined)	5	2	20	13	13	-1	-12	1
CNC(=O)C(=O)NCC1OCCCN1S(=O)(=O)c1ccc2c(c1)OCCO2 (centres undefined)	-5	4	-6	-22	7	6	1	-3
COc1cccc(C(=O)Nc2cc3c(cc2C(C)=O)OCCO3)c1	-17	-3	-1	8	-26	13	6	-30
O=C(Nc1cc(Sc2nc3ccccc3s2)cc([N+](=O)[O-])c1)c1cccc(F)c1F	15	-6	-8	-36	-11	17	-8	8
c1ccc(-c2ccccc2OCCCN2CCCCC2)cc1	9	-2	4	4	-30	-4	-2	-11
Cc1ccc(C(=O)c2cc([N+](=O)[O-])ccc2N2CCCCC2)cc1C	43	9	-12	8	-34	46	19	63*
COc1ccccc1N1CCN(c2cc(C)nc3nc(C)nn23)CC1	6	6	0	3	-13	5	-9	11

Copied from the results shown (2 entries):
SMILES	Gli-Sufu block	CXCR6 inh	UBC13 polyUb	APJ antagonist	697 NFkB inh	CCR6 antag	EBI2 block	Jurkat NFkB inh
Cc1cccc(NC(=O)CSc2nc3c(c(=O)[nH]2)CCCC3)c1C	41	2	-1	1	-21	-14	-4	-7
CC1CC(NC(=O)/C(C#N)=C/c2ccc[nH]2)CC(C)(C)C1 (centres undefined)	2	7	-1	7	7	12	9	18

Going on with the list.
SMILES	Gli-Sufu block	CXCR6 inh	UBC13 polyUb	APJ antagonist	697 NFkB inh	CCR6 antag	EBI2 block	Jurkat NFkB inh
Cc1cc(C(=O)NNS(=O)(=O)c2cccc(Cl)c2)nn1C(C)(C)C	0	-3	-5	1	5	3	0	9
CC1=C(c2ccc(C)cc2)[N+](=O)C(C)(C)N1[O-]	-2	0	0	-126	3	3	-9	4
Cc1ccc2c(COC(=O)c3ccc(NC(=O)CC#N)cc3)cc(=O)oc2c1C	2	10	-7	-11	-20	13	-5	-51
Cc1cc(NS(=O)(=O)c2ccc(NC(=O)CCSc3ccc(F)cc3)cc2)nc(C)n1	3	3	8	3	18	10	-4	1
CCOc1ccc(Nc2nc3c(C)cccc3cc2C#N)cc1	16	-13	4	-5	-11	-21	-4	11
CCCN=C1N(CC)C[C@@H]2[C@@H]3C(=O)N(C)C(=O)[C@@H]3[C@](C)(C(=O)OC)N12	2	6	/	/	-20	7	-1	/
C=CCNC(=O)C1CCN(c2c([N+](=O)[O-])cc(C(F)(F)F)cc2[N+](=O)[O-])CC1	2	-2	-6	-8	-24	1	-9	12
COc1cc(/C=C2\C(=N)N3N=C(C(C)C)SC3=NC2=O)ccc1OCCOc1ccc(NC(C)=O)cc1	-2	1	-35	11	10	11	8	-14
COc1ccc(N(C)C(=O)c2oc(=O)c3ccccc3c2-c2ccccc2)c(OC)c1	12	10	-1	-1	4	6	12	-12
COc1ccccc1-n1cc(C(=O)NCC(=O)N2CCN(c3ccccn3)CC2)c2ccccc2c1=O	-9	-3	2	-2	-2	8	17	-9
Cc1occc1C(=O)N/N=C/c1ccc(Cl)c([N+](=O)[O-])c1	-5	-4	0	-14	11	-1	-1	-9
COc1ccc(OC)c(/C=C/C(=O)Nc2cccc(S(=O)(=O)NC3=NCCCCC3)c2)c1	9	8	26	13	20	7	1	1
CC(O)CNC(=O)Cc1cc(=O)[nH]c(=O)[nH]1 (centres undefined)	5	4	23	1	0	6	-3	5
CC(C)CN(C(=O)COC(=O)/C=C/c1cccs1)c1c(N)n(Cc2ccccc2)c(=O)[nH]c1=O	-10	6	-4	10	17	5	4	11
CC(C)(CO)NS(=O)(=O)c1ccc2c(c1)C(=NO)c1cc(S(=O)(=O)NC(C)(C)CO)ccc1-2	6	1	1	7	9	4	-11	0
COCCCNC(=O)C[C@H]1C[C@H](C(=O)N(C(C)C)C(C)C)[C@@]2(C)c3[nH]c4cc(-c5ccco5)ccc4c3CCN2C1=O	3	-3	/	/	12	25	7	/
CN1C(=O)[C@H]2[C@@H](/C=C/c3ccccc3)N3C(=O)CN(Cc4ccccn4)C(=O)[C@@]3(Cc3ccccc3)[C@H]2C1=O	-6	-4	-6	-6	13	-6	-3	17
Nc1nc(CSc2nnnn2-c2ccc(Cl)cc2)nc(N2CCOCC2)n1	9	-2	-2	-6	12	6	0	13
CCOC(=O)C1CCCN(C(=O)/C(=C/c2ccco2)NC(=O)c2ccccc2)C1 (centres undefined)	-7	-13	-7	17	-2	18	-5	8
C=CCN(CC=C)C(=S)NC(=O)/C=C/c1ccc(OC)cc1	-2	4	7	5	3	27	1	-11
Cc1ccc(S(=O)(=O)Nc2ccc(-n3cnnn3)cc2)cc1	14	-8	-5	11	6	-15	-8	2
CC1CCCC(NC(=O)CN(C)CC(=O)Nc2ccc(F)cc2)C1C (centres undefined)	4	13	-1	-9	4	4	-6	-4
CCN(CC)c1ccc(/C=N/NC(=S)NCc2ccccc2)cc1	-10	12	2	19	2	12	30	-5
O=C(c1nnc(-c2ccccc2)o1)C1CC1	8	-4	1	6	5	2	-5	3
Cc1ccc(C(=O)N/C(=C\c2ccc(C(C)C)cc2)C(=O)NCCCN2CCOCC2)cc1	12	10	2	-7	8	-8	-3	5
Cc1cccc(NC(=S)NCCN2CCOCC2)c1C	-4	-8	-2	12	-16	9	-9	15
O=C(CSc1n[nH]c(=O)[nH]c1=O)N/N=C/c1ccccc1	-8	0	-3	2	4	3	-10	-2
CC1CN(CCCCOc2ccc(C(C)C)cc2)CC(C)O1 (centres undefined)	-6	-2	1	-8	4	10	4	2
CC(C)NC(=O)c1cnn2c1NC(c1cccs1)CC2C(F)(F)F (centres undefined)	-5	2	-8	-7	12	9	3	6
COc1ccc(CCC(=O)OCC(=O)N(CC(C)C)c2c(N)n(Cc3ccccc3)c(=O)[nH]c2=O)cc1	1	-8	-5	-1	1	-2	-4	-3
CC(=O)Nc1ccc2nsnc2c1	5	-11	35	13	1	5	-5	15
Cc1ccc(S(=O)(=O)N2CCN(C(=O)COC(=O)C3CCC3)CC2)cc1	-6	-8	-1	7	12	2	-2	-2
COc1ccc(NC(=O)CN2CCN(CC(=O)Nc3ccccc3Cl)CC2)c(OC)c1	9	9	6	-2	-12	-5	13	9
COCCn1c(C)cc(C(=O)COC(=O)c2ccc3c(c2)NC(=O)CS3)c1C	-2	3	0	9	14	0	-19	-7
Cc1ccc2nc3c(cc(C#N)c(=N)n3Cc3cccnc3)c(=O)n2c1	/	/	-18	13	1	/	/	0
COC(=O)c1cccc(S(=O)(=O)N(Cc2ccco2)Cc2cc3ccc(OC)cc3[nH]c2=O)c1	5	-10	-3	25	-5	11	0	6
Cc1cccc(N2CCN(C(=O)c3ccoc3C)CC2)c1C	10	-1	-6	16	-16	-9	-3	-6
Cn1nnnc1SCC(=O)c1ccc2c(c1)OCCO2	-25	-2	4	0	13	-2	-10	-6
O=C(Cc1ccc(Cl)c(Cl)c1)Nc1ccccc1N1CCCC1	7	-6	-6	-3	-17	24	7	1
Nc1ccccc1-c1nnc(SCc2ccccc2F)[nH]c1=O	7	-2	-15	11	-13	2	-6	-4
O=C(Cc1ccccc1)NCC(=O)OCC(=O)c1ccc(Cl)c([N+](=O)[O-])c1	-3	48*	-9	89*	-28	91*	17	5
CCOc1ccc(C(=O)NCC(=O)OCCCOC(=O)CNC(=O)c2ccc(OCC)cc2)cc1	3	-15	4	-23	4	-5	0	12
O=C(NCc1ccco1)c1csc2c1CCCCC2	-4	-3	2	1	9	10	3	-15
CCOC(=O)C1(C)NC(c2cccs2)C2C(=O)N(c3ccccc3)C(=O)C21 (centres undefined)	-3	5	2	-26	5	-18	0	4
O=C(COC(=O)c1ccc(OC(F)F)cc1)NC(=O)NC1CCCC1	2	1	10	1	21	0	9	-12

Fetched by structure from the entries so far:
SMILES	Gli-Sufu block	CXCR6 inh	UBC13 polyUb	APJ antagonist	697 NFkB inh	CCR6 antag	EBI2 block	Jurkat NFkB inh
CCOc1ccc(C(=O)NCC(=O)OCCCOC(=O)CNC(=O)c2ccc(OCC)cc2)cc1	3	-15	4	-23	4	-5	0	12
CCOC(=O)C1(C)NC(c2cccs2)C2C(=O)N(c3ccccc3)C(=O)C21 (centres undefined)	-3	5	2	-26	5	-18	0	4
O=C(COC(=O)c1ccc(OC(F)F)cc1)NC(=O)NC1CCCC1	2	1	10	1	21	0	9	-12
O=C(NCc1ccco1)c1csc2c1CCCCC2	-4	-3	2	1	9	10	3	-15
